S3 lipid droplet – qHTS Assay for Lipid Storage Modulators in Drosophila S3 Cells. Drosophila S3 cells, BODIPY lipid droplet fluorescence, 18-24 h; cells fed with added oleic acid. Potency in µM for hits, for the others lipid storage change, negative = inhibition, % at the top dose, mostly 46.1 µM. 320,000 compounds, 0.64% hits. AID 2685, 2010; active = well fitted inhibition curve with a large enough effect in the signal ratio, with a control signal flat, not every such curve was filed as active; inconclusive = small, poorly fitted or top-dose-only effect, or effect the other way, or a change in a side signal; the % refers to the signal ratio
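Laser-scanning cytometry quantifies lipid droplet accumulation (500–530 nm total intensity; droplet/cell object ratio) in oleic acid-fed (400 uM added) Drosophila S3 cells treated with a concentration series. 20 uM Triacsin C defined 100% inhibition.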
S3 lipid droplet cell count max – also measured in S3 lipid droplet; calls as there; cell number change, %; measured here: cell count max response;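 cells counted by Cell Tracker Red CMTPX staining in the red channel; peak over a dose series mostly up to 46.1 µM; percent activity relative to internal control wells on each plate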
An asterisk follows results filed as active; i = inactive; ? = inconclusive; . = not tested or not shown; [ ] = dose if it differs, or a comment. % is scaled to controls: 0 for no effect and ±100 for the full control effect; potency is read from the fitted curve at half-maximal effect.

Fields: S3 lipid droplet	S3 lipid droplet cell count max
1) CN(CC(=O)Nc1ccccc1Cl)C(=O)CN1C(=O)C2CCCCC2C1=O (stereo unspecified)
 : 19.4%	27.3
2) Cc1ccc(CNC(=O)CSc2c3c(nc4ccc(Cl)cc24)CCCC3)o1
 : ?	.
3) O=S(=O)(NCCc1cn2ccccc2n1)c1cccs1
 : ?	.
4) CCc1ccc(CN(C)C(=O)c2cc(S(=O)(=O)N3CCN(CC)CC3)ccc2Cl)cc1
 : ?	.
5) Cc1cc2oc(C(=O)N(Cc3ccco3)C3CCS(=O)(=O)C3)cc(=O)c2cc1Cl (stereo unspecified)
 : ?	.
6) O=C(O)c1cc2c(o1)CCC/C2=N\O
 : 1.1%	0.9
7) Cc1cccc(NC(=O)CSc2nc(N)c(NC(=O)c3cccs3)c(=O)[nH]2)c1
 : 0.3%	11.6
8) O=C(Nc1ccc(F)cc1)Nc1nnc(-c2ccco2)s1
 : ?	.
9) CC(C)(C)NC(=O)Nc1cccc(Cl)c1Cl
 : 0.4%	-6.2
10) COc1ccc(C(=O)Nc2ccc(SC(F)F)cc2)cc1
 : -22.4%	-4.6
11) NS(=O)(=O)c1ccc(NC(=O)/C=C/c2ccccc2[N+](=O)[O-])cc1
 : 5.3%	11.6
12) Cc1ccc(S(=O)(=O)NCCN2CCOCC2)c(C)c1
 : 4.4%	3.4
13) COc1ccc(C2CC(=O)C3=C(C2)Nc2ccccc2NC3c2coc3ccccc3c2=O)cc1OC (stereo unspecified)
 : ?	.
14) O=C(Cc1n[nH]c(=O)[nH]c1=O)N/N=C/c1c(O)ccc2ccccc12
 : ?	.
15) CCOc1ccc(S(=O)(=O)N2CN3CCN(C3)C2)cc1
 : i	-3.7
16) CCCOc1cc(C)c(S(=O)(=O)N2CCOCC2)cc1C
 : 24.8%	29.0
17) CC(C)NC(=O)c1nc2c(nnn2Cc2cccc(Cl)c2)c(=O)[nH]1
 : ?	.
18) COC(=O)c1ccccc1NC(=O)c1c(Br)cnn1C
 : 7.3%	0.6
19) Cc1ccc(CNC(=O)C2CCN(c3nnc(N4CCCC4=O)s3)CC2)cc1
 : -27.3%	24.8
20) CCNC(=O)NC(=O)C(C)OC(=O)c1oc2ccccc2c1CSC1CCCCC1 (stereo unspecified)
 : ?	.
21) COc1cc(OC)c(NC(=O)CS(=O)(=O)Cc2nc(-c3ccc(C)cc3)oc2C)cc1Cl
 : ?	.
22) Cn1cccc1C(=O)NC(=O)COC(=O)CCNS(=O)(=O)c1cccc(C(F)(F)F)c1
 : ?	.
23) CCOC(=O)C1CCN(C(=O)CN(c2ccc3c(c2)OCCO3)S(=O)(=O)c2ccccc2)CC1
 : ?	.
24) NS(=O)(=O)c1ccc(Nc2nc(-c3cccnc3)cs2)cc1
 : ?	.
25) COCCn1c(SCC(=O)NC(C)c2ccccc2)nc2ccccc21 (stereo unspecified)
 : ?	.
26) Cc1cc(=O)n2c3ccccc3n(CC(O)CN3CCN(Cc4ccccc4)CC3)c2c1C#N (stereo unspecified)
 : ?	.
27) COc1ccc(CCNC(=O)CCc2cn(C)c3ccccc23)c(OC)c1
 : i	27.5
28) O=C(N/N=C/c1cccnc1)c1ccc([N+](=O)[O-])cc1Cl
 : ?	.
29) Cn1c(=O)c2c(-c3ccccc3F)c3c(nc2n(C)c1=O)-c1ccccc1C3O (stereo unspecified)
 : 7.9%	-12.6
30) Cc1[nH]c2ccccc2c1/C=N/NC(=O)C1CC1(c1ccccc1)c1ccccc1 (stereo unspecified)
 : -5.0%	-28.5
31) CCOc1ccc(/C=C2\SC(=S)N(CCC(=O)N(CCO)c3ccccc3)C2=O)cc1
 : ?	.
32) Cc1ccc(C(=O)NCC(=O)OC(C)C(=O)Nc2ccc(N(C)C)cc2)s1 (stereo unspecified)
 : 1.4%	-7.6
33) Cc1ccc(S(=O)(=O)Nc2nc3ccccc3nc2NCc2ccco2)cc1
 : ?	.
34) O=C1NC(CCc2ccccc2)C(=O)N1Cc1ccccc1Cl (stereo unspecified)
 : -2.6%	-6.7
35) CCCOc1ccc(N2C(=O)CC(N3CCC(C(=O)OCC)CC3)C2=O)cc1 (stereo unspecified)
 : ?	.
36) CN(CC(=O)Nc1ccc(F)c(F)c1F)C(=O)CCc1nc2sc3c(c2c(=O)[nH]1)CCCC3
 : ?	.
37) COc1ccc(OCc2nc(N)nc(Nc3cccc(C)c3C)n2)cc1
 : 13.4%[9.22 µM]	25.3
38) Cc1cc(NC(=O)CCSc2ccccc2)no1
 : ?	.
39) O=C(OCCCC(=O)N1CCOCC1)c1ccccc1
 : 10.8%	1.7
40) O=C(Nc1ccccc1)O/N=C(\c1ccccc1)c1ccccn1
 : -8.6%	-5.5
41) Cc1ccsc1C(=O)N1CC=C(c2ccccc2)CC1
 : ?	.
42) CCCOc1ccc(Cn2ccnc2)cc1[N+](=O)[O-]
 : ?	.
43) CC1=C(/C=C/C(C)=C/C=C/C(C)=C/C(=O)O)C(C)(C)CCC1
 : 2.1%	2.7
44) Cc1cc(C(=O)O)c(C)n1Cc1ccncc1
 : -7.3%	-3.2
45) CC(C)c1ccc(N(CC(=O)NC2CCCCC2)C(=O)CCC(=O)Nc2ccccn2)cc1
 : ?	.
46) Cc1ccc(NC(=S)NCCc2ccccc2)c(C)c1
 : -14.8%	-21.0
47) Cc1cccc(C(=O)Nc2ncc(CN3CCOCC3)s2)c1
 : 12.1%	18.8
48) CCOCCCNC(=O)C(c1ccc(C)cc1)N(Cc1ccc2c(c1)OCO2)C(=O)CNC(C)=O (stereo unspecified)
 : ?	.
49) CC1Cc2ccccc2N1C(=O)c1cc2sccc2n1Cc1ccccc1 (stereo unspecified)
 : i	-14.5
50) O=C(/C=C/c1ccc2c(c1)OCO2)NCCSCc1ccc(Cl)cc1Cl
 : -2.9%	0.8
51) COc1ccc(C)cc1NS(=O)(=O)c1ccc2c(c1)N(C(C)=O)CCO2
 : i	6.5
52) O=C(COC(=O)c1ccco1)Nc1ccc(N2CCOCC2)cc1
 : ?	.
53) Cn1cccc1C(=O)OCC(=O)NCc1ccc2c(c1)OCO2
 : ?	.
54) CCN(CC(=O)Nc1ccc(OC)cc1)C(=O)c1ccc(NS(=O)(=O)c2ccc(C(C)=O)cc2)cc1
 : ?	.
55) CCOC(=O)c1ccc(S(=O)(=O)N2CCN(CC(O)COc3ccc(C#N)cc3)CC2)cc1 (stereo unspecified)
 : 21.3%	14.2
56) CC1(C)Cc2c(cnn2-c2ccccc2)C(NC(=O)CCCN2CCCC2=O)C1 (stereo unspecified)
 : -26.5%	-3.0
57) Cc1ccc(NCCNc2ccc(C)cc2)cc1
 : ?	.
58) Cc1ccc(NC(=O)COC(=O)c2ccc(-n3cnnn3)cc2)c(Br)c1
 : ?	.
59) COc1ccccc1CNc1nc(C)c(C(C)=O)s1
 : ?	.
60) CCOC(=O)C(C(=O)OCC)C(C)(C)/C(C)=N\Nc1ccc([N+](=O)[O-])cc1[N+](=O)[O-]
 : ?	.

Random excerpt: four records from the list
Fields: S3 lipid droplet	S3 lipid droplet cell count max
1) CN(CC(=O)Nc1ccccc1Cl)C(=O)CN1C(=O)C2CCCCC2C1=O (stereo unspecified)
 : 19.4%	27.3
60) CCOC(=O)C(C(=O)OCC)C(C)(C)/C(C)=N\Nc1ccc([N+](=O)[O-])cc1[N+](=O)[O-]
 : ?	.
55) CCOC(=O)c1ccc(S(=O)(=O)N2CCN(CC(O)COc3ccc(C#N)cc3)CC2)cc1 (stereo unspecified)
 : 21.3%	14.2
48) CCOCCCNC(=O)C(c1ccc(C)cc1)N(Cc1ccc2c(c1)OCO2)C(=O)CNC(C)=O (stereo unspecified)
 : ?	.

Next structures
Fields: S3 lipid droplet	S3 lipid droplet cell count max
61) O=C(NC1CCCCC1)C1CCCN(S(=O)(=O)c2cccc3cccnc23)C1 (stereo unspecified)
 : 1.5%	5.8
62) CC(=O)NC1CC2CCCC(C1)N2CC(=O)Nc1ccccc1 (stereo unspecified)
 : -0.5%	-7.5
63) CCCC(=O)c1cc(F)c(N2CCN(C(=O)OCC)CC2)cc1C
 : 64.6%	28.2
64) CCOc1ccc(S(=O)(=O)N(CC(=O)O)c2ccccc2)cc1
 : ?	.
65) CCn1c(SCC(N)=O)nc2sc3c(c2c1=O)CCN(C)C3
 : -3.8%	9.2
66) O=C(NCc1cccnc1)c1cn(-c2ccccc2)nc1-c1cccs1
 : ?	.
67) COc1ccc(NC(=O)c2c(F)c(F)c(F)c(F)c2F)cc1Cl
 : ?	.
68) COc1cccc(OCC(=O)Nc2ccccc2C(N)=O)c1
 : i	.
69) C=C[C@@](C)(O)CC[C@@H]1[C@@]2(C)CCCC(C)(C)[C@@H]2CC[C@@]1(C)O
 : ?	.
70) C#CCNC(=O)/C=C/c1ccc(C)cc1
 : ?	.
71) COc1cccc(N/C(SCc2ccccc2C)=C(/C#N)C(=O)NCc2cccs2)c1
 : 13.4%	0.5
72) Cc1ccc(C(=O)N2CCN(C(=O)c3ccc(C)cc3)C2)cc1
 : i	.
73) O=C(Cn1cc([N+](=O)[O-])cn1)N1CCCc2ccccc21
 : ?	.

Molecules from the list above containing a halogen:
Fields: S3 lipid droplet	S3 lipid droplet cell count max
1) CN(CC(=O)Nc1ccccc1Cl)C(=O)CN1C(=O)C2CCCCC2C1=O (stereo unspecified)
 : 19.4%	27.3
2) Cc1ccc(CNC(=O)CSc2c3c(nc4ccc(Cl)cc24)CCCC3)o1
 : ?	.
4) CCc1ccc(CN(C)C(=O)c2cc(S(=O)(=O)N3CCN(CC)CC3)ccc2Cl)cc1
 : ?	.
5) Cc1cc2oc(C(=O)N(Cc3ccco3)C3CCS(=O)(=O)C3)cc(=O)c2cc1Cl (stereo unspecified)
 : ?	.
8) O=C(Nc1ccc(F)cc1)Nc1nnc(-c2ccco2)s1
 : ?	.
9) CC(C)(C)NC(=O)Nc1cccc(Cl)c1Cl
 : 0.4%	-6.2
10) COc1ccc(C(=O)Nc2ccc(SC(F)F)cc2)cc1
 : -22.4%	-4.6
17) CC(C)NC(=O)c1nc2c(nnn2Cc2cccc(Cl)c2)c(=O)[nH]1
 : ?	.
18) COC(=O)c1ccccc1NC(=O)c1c(Br)cnn1C
 : 7.3%	0.6
21) COc1cc(OC)c(NC(=O)CS(=O)(=O)Cc2nc(-c3ccc(C)cc3)oc2C)cc1Cl
 : ?	.
22) Cn1cccc1C(=O)NC(=O)COC(=O)CCNS(=O)(=O)c1cccc(C(F)(F)F)c1
 : ?	.
28) O=C(N/N=C/c1cccnc1)c1ccc([N+](=O)[O-])cc1Cl
 : ?	.
29) Cn1c(=O)c2c(-c3ccccc3F)c3c(nc2n(C)c1=O)-c1ccccc1C3O (stereo unspecified)
 : 7.9%	-12.6
34) O=C1NC(CCc2ccccc2)C(=O)N1Cc1ccccc1Cl (stereo unspecified)
 : -2.6%	-6.7
36) CN(CC(=O)Nc1ccc(F)c(F)c1F)C(=O)CCc1nc2sc3c(c2c(=O)[nH]1)CCCC3
 : ?	.
50) O=C(/C=C/c1ccc2c(c1)OCO2)NCCSCc1ccc(Cl)cc1Cl
 : -2.9%	0.8
58) Cc1ccc(NC(=O)COC(=O)c2ccc(-n3cnnn3)cc2)c(Br)c1
 : ?	.
63) CCCC(=O)c1cc(F)c(N2CCN(C(=O)OCC)CC2)cc1C
 : 64.6%	28.2
67) COc1ccc(NC(=O)c2c(F)c(F)c(F)c(F)c2F)cc1Cl
 : ?	.

Assay outcomes deposited in PubChem BioAssay by National Center for Advancing Translational Sciences (NCATS).

Some of the compounds tested (hit frequency here may not be typical).
